Source: PubChem (Sanford-Burnham Center for Chemical Genomics)
EphA4 KYL inhibition: inhibitors of EphA4 binding to KYL peptide, primary screen, biochemical, colorimetric, mouse EphA4 (AID 689). EphA4-AP binding to KYL peptide, pNPP A405; higher % means a stronger effect. inhibition, % at 10 µM; hits with a dose series show IC50 in µM. 62,000 tested, 0.1% active; in the data active = a potency from the dose series; inactive = the rest, 99 in 100 with inhibition below about 22%
Starred values were filed as active, the others as inactive; & = joins results of further samples. The list is partial; the hit share may differ from the screen's.

EphA4 KYL inhibition | smiles
-16.1% | CCC(=O)Nc1nonc1-c1nc2ccccc2n1N(C(=O)CC)C(=O)CC
7.5% | O=C(CC1S\C(=N/N=C/C=C/c2ccccc2)NC1=O)Nc1ccc(Cl)cc1 (configuration not stated)
2.8% | CCCn1c(CNC(=O)c2cccs2)nc2ccccc21
-4.3% | O=C1c2ccccc2C(=O)N1c1ccc(S(=O)(=O)N2CCN(c3ccccc3)CC2)cc1
1.0% | O=C(NCc1ccncc1)c1cccc(Cn2cc(Br)cn2)c1
-4.9% | CC(Oc1ccc(-c2ccccc2)c(F)c1)c1ccn(S(=O)(=O)c2cccc3ccccc23)n1 (configuration not stated)
-16.8% | O=[N+]([O-])c1ccc(Cl)c(-c2ccc(/C=N/c3c(-c4ccco4)nc4ccccn34)o2)c1
-2.0% | COc1ccc(C(=O)OC(C)CN2CCOCC2)cc1OC (configuration not stated)
-6.8% | Cc1occc1-c1nnc(SCCCC(=O)c2ccc(F)cc2)n1C
-7.1% | O=C(Nc1ccc2c(c1)OCO2)C1CCCCN1S(=O)(=O)c1ccc(F)cc1 (configuration not stated)
-6.9% | CC(C)Cc1cc(-c2ccccc2)c(C#N)c(N)n1
-11.3% | O=C(Cc1cccs1)Nc1nnc(Cc2ccc(F)cc2)s1
-16.5% | CCOc1ccccc1NC(=O)c1ccccc1
-11.4% | CCc1ccc(NC(=O)C2(c3ccccc3)CC2(Cl)Cl)cc1 (configuration not stated)
-9.2% | COc1ccc(C2C(C(=O)c3ccco3)=C(O)C(=O)N2CCc2ccccc2)cc1OC (configuration not stated)
-5.6% | O=C(NN1C(=O)c2ccc3c4c(ccc(c24)C1=O)CC3)c1ccc(Br)cc1
-2.3% | O=C(NCCCN1CCCCC1)c1ccc2c(c1)NC(=O)C(N1CCOCC1)S2 (configuration not stated)
-8.9% | CC(C)CC(NC(=O)C1CCC(C)CC1)C(=O)NCc1cccnc1 (configuration not stated)
-6.4% | O=C(c1csc2ccccc12)N1CCN(c2ccccn2)CC1
-17.9% | COc1ccc(CSc2nnc(N)s2)cc1F
-11.5% | CC(C)c1ccc(C2C3=C(CC(C)(C)CC3=O)NC3=C2C(=O)c2ccccc23)cc1 (configuration not stated)
-13.5% | COCCCNC(=O)c1ccc(Cn2c(=O)c3ccccc3n(Cc3ccccc3C#N)c2=O)cc1
-12.3% | Cn1nc(C(F)(F)F)c(/C=N/OC(=O)c2ccccc2)c1Cl
-2.5% | Cn1c(=O)n(C)c2cc([N+](=O)[O-])c(N3CCN(C(=O)c4ccccc4Cl)CC3)cc21
-2.5% | CCOC(=O)c1c(NC(=O)/C=C/c2ccc3c(c2)OCO3)sc(C)c1CC
5.2% | Cc1nn(-c2c(Cl)cc(Cl)cc2Cl)c(=O)c2ccccc12
1.6% | Cn1c(=O)oc2cc(S(=O)(=O)NC(Cc3ccccc3)C(=O)N3CCCCC3)ccc21 (configuration not stated)
1.0% | Cc1cc(C)cc(NC2=C(Cl)C(=O)N(c3ccc(Br)cc3)C2=O)c1
-5.1% | O=C(Nc1nccs1)c1c(O)c2cccc3c2n(c1=O)CCC3
-5.1% | Cc1onc(-c2ccccc2Cl)c1C(=O)N(Cc1ccccc1)C(C)C

(further entries)
EphA4 KYL inhibition | smiles
-11.9% | CCOCCCNC(=O)c1ccc(CS(=O)(=O)Cc2cccc(C)c2)o1
-32.3% | COc1ccc(/C=N\NC(=O)C2C(=O)NCC2c2ccccc2)cc1O (configuration not stated)
-7.8% | N#Cc1nc(-c2ccc(OCc3ccccc3)cc2)oc1N1CCC(C(N)=O)CC1
-4.8% | CCC(C(=O)O)P(=O)(c1ccccc1)c1ccccc1 (configuration not stated)
-5.6% | CCOc1ccc(C(=O)Nc2ccc(-c3nc4ccc(C)cc4s3)cc2)cc1
-10.8% | CCOC(=O)C1C2C=CC3(CN(c4cccc(Cl)c4)C(=O)C13)O2 (configuration not stated)
-8.3% | CCOc1ccc(N2CC(=O)SC2=S)cc1
-15.5% | CN(C)c1nc(C#N)nc(N2CCOCC2)n1
-1.5% | Cc1c(NC(=O)c2cccc(I)c2)cccc1-c1nc2ccccc2o1
-13.1% | O=[N+]([O-])c1cc(C(F)(F)F)ccc1Sc1nccn1Cc1ccccc1
-4.6% | CCOc1cc(Br)c(/C=C2\C(=O)NC(=O)N(c3ccc(Cl)cc3)C2=O)cc1OC
24.2% | Cc1noc(C)c1CSc1ccccc1C(=O)Nc1nccs1
17.2% | O=C(c1cnccn1)N1CCc2ccccc21
-21.7% | Cc1cc(C(=O)Nc2cccc(C)c2C)ccc1[N+](=O)[O-]
-0.4% | O=C(NCCSCc1c(F)cccc1Cl)c1ccco1
-9.7% | O=C(Nc1ccccc1)NC1CCCCC1
5.5% | O=C(CSc1nncs1)Nc1ccc2c(c1)OCCO2
12.4% | Cc1ccc(N2C(=O)/C(=C/c3cccs3)SC2=S)cc1C
3.6% | COc1cc(-c2csc(N3CCOCC3)n2)cc(OC)c1OC
3.8% | O=C(Nc1ccc(F)cc1F)c1sccc1SCc1cccc(C(F)(F)F)c1
-2.4% | C=CCn1c(SCc2ccc(F)cc2)nc2c1c(=O)[nH]c(=O)n2C
5.0% | COC(=O)c1cc(NC(=O)COc2ccccc2[N+](=O)[O-])cc(C(=O)OC)c1
-9.6% | COc1cccc(-c2cc(C(=O)Nc3ccc(OC)c(OC)c3)no2)c1
-13.1% | CC1(C)CN=C(NC2CCCCC2)S1
-12.7% | CO/N=C(\c1nonc1N)N1CCN(c2ccc(Cl)cc2[N+](=O)[O-])CC1
-2.1% | Cn1c(C(=O)NC2CCCCCC2)cc2c(=O)n(C)c3ccccc3c21
-8.4% | Cc1c(C(=O)NS(=O)(=O)c2ccccc2Cl)c(=O)n(-c2ccccc2)n1C
18.5% | COc1ccc(C(=O)Nc2cccc3cccnc23)cc1OC
-7.3% | CCCCc1nc2n[nH]c(N)c2c2c1CCC2
-9.0% | O=C(c1cc(-c2ccc(F)cc2)on1)N1CCCC1

(listing goes on)
EphA4 KYL inhibition | smiles
-0.8% | CCOC(=O)C(CCOCCOc1cc(C)c(Cl)c(C)c1)C(=O)OCC
-2.2% | CCCCNC(=O)c1onc(CSc2ccc(Cl)cc2)c1C(=O)O
-1.3% | Cc1nn(C2CCCCC2)c(N)c1-c1ccccc1
3.1% | CCc1c(C)nc2c(C)c(-c3ccc(C)cc3)[nH]n2c1=O
-5.3% | COc1cc2nc(C3CC3)n(NC(=O)c3ccc(Cl)cc3)c(=O)c2cc1OC
-1.5% | N#CCCn1ncc2ccccc21
-4.5% | Cc1ccc(C)c(N2CCN(C(=O)CN(C)S(=O)(=O)c3ccc4c(c3)CCC(=O)N4)CC2)c1
-10.6% | Cc1c(C(=O)NC2CC2)oc2ccc(S(=O)(=O)N3CCCCCC3)cc12
-1.4% | CC(C)CC(=O)n1sc(NC(=O)c2ccccc2)nc1=O
1.4% | COc1ccc(N2C(C(C)=O)=NN(c3ccccc3)C2c2cccs2)cc1 (configuration not stated)
-12.8% | Cc1cc(C)n(-c2ccc3cccc(NS(C)(=O)=O)c3n2)n1
-0.4% | CCn1c(SCC(=O)NCC2CCCO2)nc2cc(S(=O)(=O)N3CCCCC3)ccc21 (configuration not stated)
4.4% | Cc1c(N2C(=O)CSC2c2ccccc2Cl)c(=O)n(-c2ccccc2)n1C (configuration not stated)
-29.0% | COCCn1nnnc1C(c1ccc2ncccc2c1)N1CCc2ccccc21 (configuration not stated)
13.4% | COC(=O)C1=C(C)NC2=C(C(=O)CC(C)(C)C2)C1c1ccccc1I (configuration not stated)
-6.5% | Cc1ccc(S(=O)(=O)/N=C2/NC(=O)/C(=C\c3ccco3)S2)cc1
-0.2% | Cc1cccc(NC(=S)NC(=O)c2cc(-c3ccccc3)nc3ccccc23)c1
10.2% | COc1cc(C2NC(=O)N(C)C3=C2C(=O)CCC3)cc(OC)c1OC (configuration not stated)
-19.1% | COc1ccc(-c2nsc3c(N4CCN(C(=O)c5ccco5)CC4)ncnc23)cc1
-8.6% | COc1ccc(S(=O)(=O)Cc2ccc(C(=O)N3CCN(c4ccccc4F)CC3)o2)cc1
-20.4% | CCN(CC)C(=O)CSc1nnc(CNc2ccc(F)cc2)o1
-19.9% | CCOC(=O)N1CCN(C(=O)c2ccc(Cl)c(S(=O)(=O)N3CCOCC3)c2)CC1
-16.6% | O=C1C(=O)N(c2nccs2)C(c2cccc(Br)c2)/C1=C(\O)c1ccc(Cl)cc1 (configuration not stated)
5.5% | COc1cccc(CNC(=O)C2CCCN(S(=O)(=O)c3c(C)n[nH]c3C)C2)c1 (configuration not stated)
-8.5% | CCOc1ccccc1-n1c(SCC(N)=O)nnc1-c1ccccc1
-2.1% | O=C(CNC(=O)/C(=C\c1ccccc1)NC(=O)c1ccc(Br)cc1)OCc1ccccc1
-7.9% | CCOC(=O)N1CCC(NC(=O)CCC(=O)N2CCOc3ccccc32)CC1
0.5% | Cc1ccc(C)c(N2CCN(C(=O)C3CCCN(S(=O)(=O)c4cnc[nH]4)C3)CC2)c1 (configuration not stated)
-9.4% | Cc1ccccc1N/C=C/C(=C(C#N)C#N)N(C)C
-10.2% | CCc1nnc(NC=C2C(=O)OC(C)(C)OC2=O)s1

(cont.)
EphA4 KYL inhibition | smiles
-9.8% | COC(=O)c1c(C)oc2ccc(OC/C=C/c3ccccc3)cc12
-8.1% | O=C(CSc1nnc2scc(-c3ccccc3)n12)c1ccc2c(c1)OCCO2
-7.0% | COc1ccc(CC(=O)NC(CC(=O)O)c2ccc(OC)cc2)cc1 (configuration not stated)
-9.2% | CN(C)c1ncc(S(=O)(=O)c2ccccc2)c(-c2ccc(Cl)cc2Cl)n1
-9.2% | COc1c(Cl)cc(Cl)cc1CNCCNCCO
-2.7% | S=c1[nH]nc(C23CC4CC(CC(C4)C2)C3)n1Cc1ccco1
-7.5% | Cc1ccc(C)c(N(CC(=O)NC2CCCC2)C(=O)c2cc3cc4cc(C)ccc4nc3s2)c1
-2.0% | C=CCNC(=O)C1CCN(S(C)(=O)=O)CC1
-10.1% | O=C(Nc1ccccc1C(=O)NCC1CCCO1)c1ccccc1 (configuration not stated)
-5.9% | C=CCc1cccc2cc(C(=O)OCc3ccccc3)c(=O)oc12
-10.1% | Cc1cc(C)c2c(CN3CCN(Cc4ccc5c(c4)OCO5)CC3)cc(=O)oc2c1
-0.6% | CC1(C)CC(=O)C(/C=N/c2ncccc2C(=O)O)=C(O)C1
-13.9% | COc1ccc(CC(C)N2CCN(c3cccc(C(F)(F)F)c3)CC2)cc1OC (configuration not stated)
0.0% | CC#CCCCC(=O)Nc1cccc(C(=O)O)c1
-13.7% | CCc1ccc(NC(=O)CSc2nnc(CC)c(CC)n2)cc1
2.1% | COCCCN1C(=O)C(=Cc2c(NCCc3ccccc3)nc3c(C)cccn3c2=O)SC1=S
-14.7% | CCCc1nc(N)sc1C(=O)OCC
-9.3% | C=CCSC1=C(C#N)C(c2ccccc2OCC)C(C#N)C(=O)N1 (configuration not stated)
2.4% | CCOCCNC(=O)c1ccc2c3c(cccc13)CC2
-12.9% | c1ccc2c(c1)oc1c(Nc3ccc4c(c3)OCCO4)ncnc12
-11.5% | O=C(NNS(=O)(=O)c1ccccc1)c1sccc1-n1cccc1
-8.3% | CCNC(=S)NNC(=O)c1cccn(Cc2ccc(Cl)cc2)c1=O
-14.7% | CCOC(=O)c1cnc(-c2ccccc2)[nH]c1=O
-5.6% | Clc1ccccc1/C=N/c1cc(-c2ccccc2)nn1-c1ccccc1
11.9%&-3.5% | CC(=O)Nc1ccc(N2CCN(C(C)=O)CC2)cc1
-3.4% | Cc1cnc(NC(=O)C2CCCC2)s1
-8.4% | COc1cc(C2c3c(n[nH]c3C)C(=O)N2c2ccc(C)cc2)ccc1O (configuration not stated)
2.6% | COc1ccc(Br)cc1C(=O)Nc1cc(Cl)cc(Cl)c1
2.6% | Cc1nc(N)sc1-c1csc(Nc2ccccn2)n1
-3.1% | CC(C)CCN1C(=O)c2ccc(-c3nc4ccccc4c(=O)o3)cc2C1=O

Structures listed so far that have a furan ring, fused or not (12):
EphA4 KYL inhibition | smiles
-16.8% | O=[N+]([O-])c1ccc(Cl)c(-c2ccc(/C=N/c3c(-c4ccco4)nc4ccccn34)o2)c1
-6.8% | Cc1occc1-c1nnc(SCCCC(=O)c2ccc(F)cc2)n1C
-9.2% | COc1ccc(C2C(C(=O)c3ccco3)=C(O)C(=O)N2CCc2ccccc2)cc1OC (configuration not stated)
-11.9% | CCOCCCNC(=O)c1ccc(CS(=O)(=O)Cc2cccc(C)c2)o1
-0.4% | O=C(NCCSCc1c(F)cccc1Cl)c1ccco1
-10.6% | Cc1c(C(=O)NC2CC2)oc2ccc(S(=O)(=O)N3CCCCCC3)cc12
-6.5% | Cc1ccc(S(=O)(=O)/N=C2/NC(=O)/C(=C\c3ccco3)S2)cc1
-19.1% | COc1ccc(-c2nsc3c(N4CCN(C(=O)c5ccco5)CC4)ncnc23)cc1
-8.6% | COc1ccc(S(=O)(=O)Cc2ccc(C(=O)N3CCN(c4ccccc4F)CC3)o2)cc1
-9.8% | COC(=O)c1c(C)oc2ccc(OC/C=C/c3ccccc3)cc12
-2.7% | S=c1[nH]nc(C23CC4CC(CC(C4)C2)C3)n1Cc1ccco1
-12.9% | c1ccc2c(c1)oc1c(Nc3ccc4c(c3)OCCO4)ncnc12

The listing continues:
EphA4 KYL inhibition | smiles
-3.7% | COc1ccccc1NS(=O)(=O)c1cccc(NC(=O)c2nc3nc(C)cc(C)n3n2)c1
-9.6% | Cc1cc(C)nc(Nc2nc(=O)c3ccccc3s2)n1
-18.9% | COc1ccc(C(C(=O)NCc2ccccc2)N(Cc2cccs2)C(=O)c2cnccn2)cc1 (configuration not stated)
13.0% | COc1cc(OC)nc(NC(=O)NS(=O)(=O)c2ccc(OC(F)(F)F)cc2)n1
6.3% | CC1Cc2ccccc2N1C(=O)CCNS(=O)(=O)c1ccc2c(c1)CCC(=O)N2 (configuration not stated)
-16.1% | COc1ccc(S(=O)(=O)Nc2ccc(F)c([N+](=O)[O-])c2)cc1
-1.5% | COCCNC(=O)COc1ccc(Nc2ccccc2)cc1
-23.7% | COc1ccc(Oc2c(-c3ccc(O)cc3O)n[nH]c2C)cc1
